# High-throughput results (PubChem)
# KAT2A inh – qHTS Assay for Inhibitors of GCN5L2 | Histone acetyltransferase KAT2A (Homo sapiens), Q92830 | GCN5L2 HAT assay, ThioGlo1 CoA-SH fluorescence | Potency, µM (top dose mostly 58.9 µM), inactives show at the top dose activity change, negative = inhibition, hits mostly inhibitors | hit rate 0.21% among 390,000 | AID 504327, 2011
# Target sequence (Q92830 whole entry, looked up): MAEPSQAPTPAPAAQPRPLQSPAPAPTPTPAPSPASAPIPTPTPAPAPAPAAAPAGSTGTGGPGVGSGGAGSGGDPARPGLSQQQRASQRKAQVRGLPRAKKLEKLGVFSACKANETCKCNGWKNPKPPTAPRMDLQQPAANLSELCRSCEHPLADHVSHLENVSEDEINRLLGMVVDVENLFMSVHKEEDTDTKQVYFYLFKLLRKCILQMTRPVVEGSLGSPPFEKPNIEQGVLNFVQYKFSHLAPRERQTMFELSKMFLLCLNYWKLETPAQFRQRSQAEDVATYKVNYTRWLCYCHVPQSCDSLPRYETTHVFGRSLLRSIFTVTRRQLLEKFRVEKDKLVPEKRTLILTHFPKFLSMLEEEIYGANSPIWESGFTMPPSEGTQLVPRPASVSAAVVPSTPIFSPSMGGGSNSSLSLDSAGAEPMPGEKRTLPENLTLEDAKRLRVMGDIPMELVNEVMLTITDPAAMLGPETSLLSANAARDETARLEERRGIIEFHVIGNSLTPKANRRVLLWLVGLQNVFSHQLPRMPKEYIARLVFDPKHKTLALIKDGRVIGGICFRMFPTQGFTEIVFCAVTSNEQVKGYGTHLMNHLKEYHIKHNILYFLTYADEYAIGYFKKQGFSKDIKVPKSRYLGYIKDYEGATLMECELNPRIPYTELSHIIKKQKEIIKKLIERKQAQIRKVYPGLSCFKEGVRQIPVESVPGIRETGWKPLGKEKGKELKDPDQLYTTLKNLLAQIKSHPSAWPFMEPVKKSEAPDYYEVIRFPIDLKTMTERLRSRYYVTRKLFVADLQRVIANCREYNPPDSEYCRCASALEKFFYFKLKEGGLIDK
#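 qHTS, 1536-well. 20nM enzyme, pH 7.5 HEPES/EDTA/Tween-20 buffer; 15 min compound preinc., RT. Start: 75uM H3(1-25), 70uM AcCoA, 50uM ThioGlo1. Read Ex340/Em540 at t=0 (autofluorescence flag) and t=20 min.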
# FEN1 inh – qHTS Assay for the Inhibitors of Human Flap endonuclease 1 (FEN1). P39748. Recombinant FEN1 flap cleavage, fluorescence, 15 min. Potency, µM (top dose mostly 114 µM), for the others: top-dose activity change, negative = inhibition, hits mostly inhibitors. hit rate 0.35% among 390,000; note: nearly all actives have a fitted effect of over 65% in size
#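 FEN1 at 10 nM, compound pretreatment for 15 min (room temperature), 50 nM final substrate to initiate; endpoint reads at 0 and 15 min; DMSO-only plates used as vehicle background.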
# N370S GC mod – qHTS Assay for Inhibitors and Activators of N370S glucocerebrosidase as a Potential Chaperone Treatment of Gaucher Disease | hit rate 0.092% among 330,000 | N370S GC spleen homogenate, 4MU-glucoside fluorescence | Lysosomal acid glucosylceramidase (Homo sapiens), P04062 | Potency, µM (titrated, usually from 59.4 µM), without a hit: top-dose activity change, negative = inhibition, hits mostly inhibitors;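 note: 0% = full enzyme activity and -100% = no enzyme basal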
# An asterisk follows results filed as active; ? = inconclusive; . = no result given. Calls come from the whole dose curve; as a rule, active = well fitted curve in the direction sought with a large enough effect; inconclusive = small, poorly fitted or top-dose-only effect, or another doubt; inactive = no such curve, though single readings can be large; an effect the other way counts as inactive or inconclusive. Unless noted, % is set by controls: 0 for no effect and ±100 for the full control effect; potency is the fitted concentration of half-maximal effect. Some of the compounds tested (hit frequency here may not be typical).
SMILES,KAT2A inh,FEN1 inh,N370S GC mod
O=C(c1cccc(F)c1)N1CCC2(CCCN(Cc3ccncc3)C2)CC1,-2%,.,-12%
N#Cc1ccc(C(=O)OCc2cccc(S(=O)(=O)N3CCOCC3)c2)cc1,-1%,-10%,0%
COc1ccc(-c2nc(S(=O)(=O)c3ccccc3)c(N3CCCCC3)o2)cc1,-19%,22%,.
COc1ccc2c(c1OC)C(=O)N(c1ccc(O)cc1)C2,-1%,-5%,-3%
CCCCCOc1ccc(C(=O)NCCC(=O)NCCCC(=O)OCC)cc1,-2%,-2%,-3%
Cc1cc(C)nc(SCC(=O)N/N=C/c2cccc([N+](=O)[O-])c2)n1,1%,-1%,6%
Cc1ccc2[nH]c(C(=O)Nc3ccc(F)cc3)cc2c1,-5%,-4%,6%
Oc1ccc2[nH]ccc2c1,2%,1%,-1%
CCOC(=O)CCn1nc(-c2ccc(Cl)cc2)cc1N,-9%,-6%,2%
Cc1ccc(C(=O)C2=C(O)C(=O)N(Cc3cccnc3)C2c2ccc(Br)cc2)o1 (stereo not drawn),-9%,0%,4%
CC(CN(C(N)=O)c1ccccc1O)C(=O)O (stereo not drawn),-1%,1%,-6%
COc1ccc(NC(=O)CN(C)C(=O)Cc2ccsc2)cc1,0%,-10%,-5%
CCCCc1nnc(NC(=O)C=C(C)C)s1,-2%,-1%,3%
NC(=O)Cn1cnc2c(nnn2-c2ccc(F)cc2)c1=O,2%,-4%,-5%
COc1cccc(CNC(=O)CN2N=C(c3ccc(C)cc3)CCC2=O)c1,0%,22%,.
C=CCNC(=O)C(=O)N/N=C/c1cccc(Br)c1,-1%,-1%,1%
NC(=O)c1ccccc1OCC(=O)Nc1ccc(Cl)c(Cl)c1,-2%,16%,?
O=C(N/N=C/c1ccccc1)c1sccc1OCc1ccc(F)cc1,-10%,-7%,-5%
O=c1c2cnn(-c3ccc(F)cc3)c2ncn1Cc1ccccc1,-6%,-7%,-1%
CCCNC1CCS(=O)(=O)C1 (stereo not drawn),-5%,-12%,5%
O=C(COCc1cc(-c2cccs2)on1)Nc1cccc(Cl)c1Cl,-5%,-5%,.
O=C(CC1COc2ccccc2O1)Nc1ccccn1 (stereo not drawn),1%,-3%,-5%
COc1ccc(-c2csc(COC(=O)C(C)(C)C)n2)cc1,-9%,-9%,8%
Cc1ccccc1NC(=O)Cn1cc(S(=O)(=O)N2CCCC2)c(S(=O)(=O)N2CCCC2)c1,0%,17%,.
Cc1nnc2n1N=C(c1ccccc1)CS2,1%,1%,-5%
SMILES,KAT2A inh,FEN1 inh,N370S GC mod
CCn1c(SCc2c(Cl)cccc2Cl)nnc1-c1nn(-c2ccccc2)ccc1=O,-4%,-1%,-9%
COc1ccc(NC(=O)CN(Cc2ccccc2)S(=O)(=O)c2ccc3nc(C)sc3c2)cc1,-1%,10%,.
COc1cccc(C2=CC(=O)C[C@H](c3ccc4c(c3)OCO4)C2)c1OC,-8%,-17%,.
Cc1cc(OC(=O)c2cccc(C(F)(F)F)c2)c([N+](=O)[O-])c(=O)[nH]1,2%,-2%,-13%
O=C(C1CCCCC1)N1CCN(C(=O)C2CCCCC2)CC1,-3%,0%,5%
CC(C)(C)C(=O)Cn1ncc(N2CCCC2)c(Br)c1=O,24%,12%,2%
O=C(N/N=C/c1oc(O)c2ccccc12)c1ccccc1O,-1%,-11%,-7%
CCOC(=O)CNC(=O)CSc1nc(NCc2ccccc2)nc(N(C)C)n1,-5%,9%,3%
Cc1cc(C)cc(NC(=O)CCc2c(C)nc3c(c2C)c(=O)n(C)c(=O)n3C)c1,-3%,-4%,.
COc1ccc(CNC(=O)CN(C)Cc2ccc(SC)cc2)cc1,-4%,-2%,-7%
CCCOc1ccc(N)cc1N,4%,?,-2%
Cc1ccccc1CNC(=O)c1ccccc1,6%,9%,8%
Cc1nnc(NC(=O)Cc2ccc(OCc3c(C)noc3C)cc2)s1,-5%,1%,-2%
O=C(CCN1CCOCC1)NNC(=O)Nc1cccc([N+](=O)[O-])c1,-18%,2%,-11%
O=C(NC1=NCCS1)c1cccc2ccccc12,-3%,-5%,-3%
CC(C)NC(=S)Nc1cccc2cnccc12,3%,-5%,-1%
CC1Cn2c(COc3ccccc3)nnc2S1 (stereo not drawn),0%,0%,-24%
CC(=O)NC(CC(C)C)C(=O)NC(Cc1ccccc1)C(N)=O (stereo not drawn),0%,2%,-12%
COc1ccc(C2=CC(c3cc(Br)ccc3F)n3c(nc4ccccc43)N2)cc1 (stereo not drawn),-6%,-9%,.
COCCn1c(=NC(=O)CSCC(=O)N2CCOCC2)sc2ccccc21,-6%,3%,-10%
CC(=O)Nc1ccc(-c2nn[nH]n2)cc1,-23%,-12%,5%
O=[N+]([O-])c1cc(C(F)(F)F)c(Cl)cc1N1CCN(CCO)CC1,-10%,-2%,-9%
Cc1ccn2c(=O)nc(SCC(=O)N3CCCCCC3)nc2c1,-1%,1%,4%
O=C(NCc1cn2ccccc2n1)c1ccccc1,-9%,4%,-20%
O=C(c1ccc(S(=O)(=O)Nc2cccc(C(F)(F)F)c2)cc1)N1CCOCC1,-4%,18%,-2%
SMILES,KAT2A inh,FEN1 inh,N370S GC mod
CCOc1cc(NC(=O)c2ccccc2C(=O)O)c(OCC)cc1NC(=O)c1ccccc1F,-16%,13%,3%
O=C(NCC(c1cccnc1)N1CCc2ccccc21)C(=O)Nc1ccccc1F (stereo not drawn),-6%,10%,.
Cc1c(NC(=O)CSc2ccccc2F)c(=O)n(-c2ccccc2)n1C,-2%,3%,7%
CCC(=O)c1cn(CC(=O)OC)c2ccccc12,-3%,0%,-1%
COc1ccc(C(CNC(=O)C(C)Oc2ccc(Br)cc2)N2CCCCC2)cc1 (stereo not drawn),1%,-22%,.
COC(=O)CC1COc2ccccc2N1C(=O)c1ccc(Br)cc1 (stereo not drawn),-8%,-8%,3%
O=C(CN1C(=O)C2CCCN2c2ncc(Cl)cc21)NCc1ccc2c(c1)OCO2 (stereo not drawn),-10%,-19%,-9%
CCc1ccc(C(=O)OCC(=O)N2CCCCCC2)cc1,1%,3%,.
COc1cccc(CNC(=O)[C@H](CC(C)C)NC(=O)N2CCn3c2nc2ccccc23)c1,-14%,-13%,14%
Cc1cc(C)n(-c2ccc(C(=O)Nc3ccc(S(=O)(=O)NCc4ccco4)cc3)cc2)n1,-5%,-2%,-6%
Cc1ccccc1NC(=O)CN1C(=O)CSc2ccc(S(=O)(=O)N3CCCCC3)cc21,-5%,-18%,-12%
C/C(=N\NC(=S)Nc1ccc(C)cc1)c1cc2ccccc2o1,-12%,-23%,4%
COc1ccc(-c2csc(NC(=O)Nc3ccccc3)n2)cc1,25%,17%,-6%
CCCCn1c(N)c(N(CC(C)C)C(=O)C2CCN(C(=O)c3ccc(Cl)cc3)CC2)c(=O)[nH]c1=O,-5%,2%,-13%
Cc1nnc(SCC(=O)Nc2cc(S(C)(=O)=O)ccc2Cl)n1Cc1ccccc1,-1%,15%,-1%
O=C(/C=C/c1ccccc1Cl)Nc1cccc(S(=O)(=O)NC2=NCCCCC2)c1,-7%,8%,-11%
CC(=O)NC(CCS(C)(=O)=O)C(=O)Nc1cccc(C(C)=O)c1 (stereo not drawn),-1%,-9%,1%
Cc1cccc(CN2CCN(CC(=O)NCc3cccs3)C2=O)c1,-10%,-1%,-14%
CCOc1cc(-c2cc(-c3ccc(N)cc3)nc(N)c2C#N)ccc1O,-13%,10%,-14%
CCOC(=O)/C(=N\Nc1ccccc1Cl)N(C)C1CCS(=O)(=O)C1 (stereo not drawn),-4%,-2%,13%
CCOc1ccc(C(=O)c2c(N)c(-c3nc(-c4ccc(OCC)cc4)cs3)c3ccccn23)cc1,-11%,19%,.
Cc1cccc(NC(=O)CNC(=O)N2CC(=O)Nc3ccccc32)c1C,-4%,21%,-12%
Oc1c(CN2CCOCC2)cc(COCc2ccccc2)c2cccnc12,34%,-12%,-9%
COc1ccc(/C=C/C(=O)O)cc1S(=O)(=O)NCc1cccnc1,-3%,10%,-19%
Cc1onc(-c2ccccc2Cl)c1C(=O)NCC1CCCO1 (stereo not drawn),-1%,-4%,9%

# The closing 3 records of the section before lead into the next.
SMILES,KAT2A inh,FEN1 inh,N370S GC mod
Oc1c(CN2CCOCC2)cc(COCc2ccccc2)c2cccnc12,34%,-12%,-9%
COc1ccc(/C=C/C(=O)O)cc1S(=O)(=O)NCc1cccnc1,-3%,10%,-19%
Cc1onc(-c2ccccc2Cl)c1C(=O)NCC1CCCO1 (stereo not drawn),-1%,-4%,9%
CCN(CC)Cc1c(C(=O)N/N=C(\C)c2ccncc2)nnn1-c1nonc1N,3%,7%,-14%
Cc1ccc(NC(=O)CCCn2c(=O)c3cccn3c3cccnc32)c(Cl)c1,5%,17%,.
COc1ccc(CCNC(=O)CNC(=O)Cn2cnc3sc(C)c(C)c3c2=O)cc1OC,-4%,17%,2%
COc1ccccc1C(=O)Nc1nc2cc3c(cc2s1)OCO3,19%,20%,11%
O=C(NNc1cc(N2CCOCC2)nc(N2CCOCC2)n1)c1ccc(Cl)c(Cl)c1,-2%,5%,10%
CC(C)Oc1ccccc1C1CC(=O)Nc2cc3c(cc21)OCCO3 (stereo not drawn),-2%,-5%,26%
O=C(NCC1CC1)Nc1cccs1,-2%,-12%,-2%
COc1ccc(C2Nc3ccc(Br)cc3C(c3ccccc3)N2CC(=O)O)cc1 (stereo not drawn),1%,-5%,3%
C=CCNC(=O)CSc1nnc(-c2ccccc2Cl)n1-c1c(C)n(C)n(-c2ccccc2)c1=O,-1%,-8%,2%
COc1ccc(OC)c(NC(=O)CN2C(=O)COc3ccc(S(=O)(=O)N4CCCC4)cc32)c1,-4%,-7%,-20%
c1ccc(-c2csc(Nc3ccc4c(c3)OCCO4)n2)cc1,.,-8%,0%
Cc1cc(OCC(=O)N(Cc2ccco2)C2CCS(=O)(=O)C2)cc(C)c1Cl (stereo not drawn),1%,-19%,-10%
Cc1cnc(C(=O)OCC(=O)Nc2ccc(Br)c(C)c2)cn1,-3%,-11%,.
Cc1ccc(S(=O)(=O)N2CCOCC2)cc1NC(=O)COC(=O)CNC(=O)c1ccc(Cl)cc1Cl,-2%,-1%,-5%
CCOc1nc(NCCO)nc(Nc2ccc([N+](=O)[O-])cc2)n1,2%,1%,-3%
O=C(O)/C=C/C(=O)Nc1nccs1,-6%,-2%,2%
CNC(=S)NNC(=O)c1cccn(Cc2ccccc2)c1=O,-14%,1%,-2%
COc1ccc(C)cc1NC(=O)c1cc2c(CO)cnc(C)c2oc1=N,2%,22%,2%
COC(=O)c1c(-c2ccccc2Cl)noc1/C=C/N(C)C,-13%,-27%,8%
CCOc1ccc(N(CC(=O)NCc2ccco2)S(C)(=O)=O)cc1,-4%,-13%,4%
O=C(CCc1ccccc1)NNC(=S)NCc1ccc(Cl)cc1,-5%,-6%,-10%
CCn1c(COc2ccc(C)cc2)nnc1SCC(=O)Nc1ccc(S(N)(=O)=O)cc1,-25%,3%,1%

# Molecules above that have an aryl methoxy group:
SMILES,KAT2A inh,FEN1 inh,N370S GC mod
COc1ccc(-c2nc(S(=O)(=O)c3ccccc3)c(N3CCCCC3)o2)cc1,-19%,22%,.
COc1ccc2c(c1OC)C(=O)N(c1ccc(O)cc1)C2,-1%,-5%,-3%
COc1ccc(NC(=O)CN(C)C(=O)Cc2ccsc2)cc1,0%,-10%,-5%
COc1cccc(CNC(=O)CN2N=C(c3ccc(C)cc3)CCC2=O)c1,0%,22%,.
COc1ccc(-c2csc(COC(=O)C(C)(C)C)n2)cc1,-9%,-9%,8%
COc1ccc(NC(=O)CN(Cc2ccccc2)S(=O)(=O)c2ccc3nc(C)sc3c2)cc1,-1%,10%,.
COc1cccc(C2=CC(=O)C[C@H](c3ccc4c(c3)OCO4)C2)c1OC,-8%,-17%,.
COc1ccc(CNC(=O)CN(C)Cc2ccc(SC)cc2)cc1,-4%,-2%,-7%
COc1ccc(C2=CC(c3cc(Br)ccc3F)n3c(nc4ccccc43)N2)cc1 (stereo not drawn),-6%,-9%,.
COc1ccc(C(CNC(=O)C(C)Oc2ccc(Br)cc2)N2CCCCC2)cc1 (stereo not drawn),1%,-22%,.
COc1cccc(CNC(=O)[C@H](CC(C)C)NC(=O)N2CCn3c2nc2ccccc23)c1,-14%,-13%,14%
COc1ccc(-c2csc(NC(=O)Nc3ccccc3)n2)cc1,25%,17%,-6%
COc1ccc(/C=C/C(=O)O)cc1S(=O)(=O)NCc1cccnc1,-3%,10%,-19%
COc1ccc(CCNC(=O)CNC(=O)Cn2cnc3sc(C)c(C)c3c2=O)cc1OC,-4%,17%,2%
COc1ccccc1C(=O)Nc1nc2cc3c(cc2s1)OCO3,19%,20%,11%
COc1ccc(C2Nc3ccc(Br)cc3C(c3ccccc3)N2CC(=O)O)cc1 (stereo not drawn),1%,-5%,3%
COc1ccc(OC)c(NC(=O)CN2C(=O)COc3ccc(S(=O)(=O)N4CCCC4)cc32)c1,-4%,-7%,-20%
COc1ccc(C)cc1NC(=O)c1cc2c(CO)cnc(C)c2oc1=N,2%,22%,2%
